LYP phosphatase – LYP phosphatase inhibitors, primary screen, biochemical, DiFMUP fluorescence, recombinant catalytic domain, 10 µM (AID 606) | recombinant LYP catalytic domain, DiFMUP fluorescence; higher % means a stronger effect | inhibition, % at 10 µM; hits with a dose series show IC50 in µM | 52,000 tested, under 10 active;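 active = IC50 under 40 µM in the dose-response test; inactive = IC50 of 40 µM or more, or never dose-tested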
TNAP inhibition – human TNAP enzyme inhibitors, biochemical, luminescent (AID 518). hit rate 0.09% among 64,000. purified TNAP enzyme, luminescent substrate readout; higher % means a stronger effect. inhibition, % at 20 µM, or IC50 in µM where a hit was titrated; in the data active = a potency from the dose series; inactive = the rest, 99 in 100 with inhibition below about 22%;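 also: plate controls were vehicle for no effect and reference inhibitor for full effect; many of its hits are not listed in these tables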
HPDE-C7 cytotoxicity – HPDE-C7 pancreatic duct cell viability loss – fluorescence, HTS (AID 430) | HPDE-C7 pancreatic duct cells viability, fluorescence; higher % means a stronger effect | cytotoxicity, % at 10 µM, or EC50 in µM where a hit was titrated | hit rate 1.8% among 63,000;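 also: cells exposed to compound for 48 hours before viability readout; 0% = vehicle and 100% = reference cytotoxic drug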
Bfl-1 inhibitors – displacement of Bid BH3 peptide from Bfl-1 – biochemical, fluorescence polarization, FITC-Bid, mouse, primary screen (AID 432). FITC-Bid BH3 peptide fluorescence polarization displacement; higher % means a stronger effect. one-dose displacement, % at 20 µM; IC50 in µM for titrated hits. hit rate 0.02% among 64,000; in the data active = a potency from the dose series; inactive = the rest, 99 in 100 with displacement below about 15%; also: strong numbers were not always called active
DPM-DC inhibit – S. pneumoniae DPM-DC inhibition | purified DPM-DC, PK/LDH coupled NADH fluorescence | calls only at 10 µM | hit rate 0.49% among 65,000;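 active = the 320 compounds with the highest percent inhibition in the single-dose primary screen, excluding strongly autofluorescent ones, cut at about 32% in these data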;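 also: kinetic rate of NADH fluorescence loss reporting ADP formed by the decarboxylase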
Spn MK inh – S. pneumoniae mevalonate kinase inhibition; purified MK, PK/LDH-coupled NADH absorbance 340 nm; AID 555; hit rate 0.48% among 65,000; inhibition, % at 10 µM;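 active = ranked among the strongest by inhibition in the single 10 µM screen, a fixed top-ranked set picked for dose follow-up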; also: no value below 0 was filed
Spn PMK inh – inhibitors of Streptococcus pneumoniae phosphomevalonate kinase. purified PMK, PK/LDH-coupled NADH absorbance 340 nm. AID 539. hit rate 0.49% among 65,000. inhibition, % at 10 µM;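 active = top-ranked compounds by inhibition in the single 10 µM screen, taking a fixed number of the strongest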;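 also: 0% = full reaction with DMSO carrier and 100% = background rate without enzyme reaction; no value below 0 was filed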
KRASV12 cytotoxicity – viability loss of HPDE-C7K cells – cell-based, fluorescence, HTS, primary screen (AID 431) | HPDE-C7K KRASV12 cells, Alamar Blue viability, 48 h; higher % means a stronger effect | cytotoxicity, % at 10 µM, or EC50 in µM where a hit was titrated | hit rate 1.7% among 63,000;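 active = compounds whose percent cytotoxicity in the single-dose primary screen, scaled between solvent and toxic-drug controls, exceeds 50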;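 also: 0% = DMSO solvent wells and 100% = doxorubicin-treated wells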
HT1080 cytotoxicity – cytotoxicity in HT1080 fibrosarcoma cells, cell-based, fluorescence readout (AID 620); hit rate 0.42% among 87,000; one-dose cytotoxicity, % at 10 µM; EC50 in µM for titrated hits; HT1080 viability, fluorescence; higher % means a stronger effect;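 also: cells exposed to compound overnight then 4 h with Alamar Blue; 0% = vehicle DMSO and 100% = killing control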
Spn PMK inh pilot replicates – further read-out of Spn PMK inh, marked with its call; inhibition, %; measured here: pilot screen replicates
Spn MK inh pilot replicates – also measured in Spn MK inh; calls as there; inhibition, %; measured here: pilot screen replicates
DPM-DC inhibit pilot screen % – further read-out of DPM-DC inhibit, marked with its call; inhibition, %; measured here: pilot screen trials
Active calls of the source: *; i = inactive; x = no result given. Rule as the data show it, unless noted: active = cytotoxicity above about 50%; inactive = the rest.

SMILES | LYP phosphatase | TNAP inhibition | HPDE-C7 cytotoxicity | Bfl-1 inhibitors | DPM-DC inhibit | Spn MK inh | Spn PMK inh | KRASV12 cytotoxicity | HT1080 cytotoxicity | others
CCN(CC)S(=O)(=O)c1cccc(C(=O)Nc2cc(C)nn2-c2nc(C)cc(C)n2)c1 | 3% | 8% | 5% | -10% | i | 1 | 0 | 5% | 4%
COc1ccc(NCc2nnc(SCC#N)n2-c2ccccc2OC)cc1 | 2% | 6% | -10% | -6% | i | 8 | 10 | -1% | 26%
O=C(c1ccc(COc2ccccc2Cl)o1)N1CCN(Cc2ccc3c(c2)OCO3)CC1 | 10% | 8% | 88%* | 2% | i | 11 | 13 | 65%* | 26%
O=C(Nc1ccccc1C(F)(F)F)c1cc(S(=O)(=O)N2CCC3(CC2)OCCO3)ccc1F | 7% | 1% | -7% | 1% | i | 0 | 13 | -8% | -1%
COc1cccc(-c2cc(C(=O)Nc3cc(OC)c(OC)c(OC)c3)no2)c1 | 10% | 14% | 46% | 1% | i | 8 | 10 | 43% | 7% | Spn PMK inh pilot replicates=1.0;Spn MK inh pilot replicates=0.0;DPM-DC inhibit pilot screen %=2.5
CCOC(=O)N1CCN(S(=O)(=O)c2cccc3ccc(C)nc23)CC1 | 2% | 4% | -2% | 2% | i | 8 | 0 | 0% | -1%
COc1ccc(OC)c(C2=Nn3c(nnc3C3CCCCC3)SC2)c1 | -8% | 19% | 10% | -7% | i | 0 | 9 | 19% | 0% | Spn PMK inh pilot replicates=5.0;Spn MK inh pilot replicates=1.5;DPM-DC inhibit pilot screen %=2.5
COc1ccc(C2N(c3ccc(OC)cc3)C(=O)C3CCCN32)cc1 (stereo not drawn) | 12% | 4% | -2% | 2% | i | 0 | 2 | 4% | -5%
CCN(CC)c1nc2n(c(=O)n1)CCO2 | 5% | -3% | -15% | 0% | i | 9 | 4 | -5% | 10%
Cc1ccc(OCC(=O)N2CCCCC2)c(Br)c1 | 12% | 8% | 12% | -4% | i | 3 | 2 | 25% | -1%
COC(=O)c1sc(N2C(=O)C(O)=C(C(=O)c3ccc(C)o3)C2c2ccc(F)cc2)nc1C (stereo not drawn) | -3% | 16% | -9% | -7% | i | 14 | 4 | 1% | 3% | Spn PMK inh pilot replicates=1.5;Spn MK inh pilot replicates=0.5;DPM-DC inhibit pilot screen %=1.0
O=C(Cc1ccccc1)Nc1ccc(-c2nnc(-c3ccco3)o2)cc1 | x | -3% | -3% | -11% | i | 5 | 12 | 2% | 3%
Cc1ccc(-c2nn(C)c(=O)c3ccccc23)cc1S(=O)(=O)N1CCCC1 | -10% | 9% | 10% | 0% | i | 11 | 18 | 2% | 7%
Cc1ccc(Cl)c2c1NC(=O)C2(O)CC(=O)c1ccccc1O (stereo not drawn) | x | 5% | -23% | -2% | i | 10 | 16 | -32% | -40%
Cc1sc(NC(=O)c2oc3ccccc3c2C)c(C#N)c1C | 11% | 9% | 1% | 3% | x | 1 | 4 | 1% | -1%
CCOCCn1c(SCC)nc2c1c(=O)[nH]c(=O)n2C | 2% | 14% | -2% | -2% | i | 2 | 2 | -7% | 4%
Cc1ccc(S(=O)(=O)c2cccc(S(=O)(=O)N3CCCC3)c2)cc1S(=O)(=O)N1CCCC1 | -5% | 2% | 8% | 2% | i | 15 | 0 | 7% | 4%
O=C(Nc1ccon1)c1cc(-c2ccccc2)nc2ccccc12 | 3% | 14% | 8% | 1% | i | 10 | 10 | 12% | 3% | Spn PMK inh pilot replicates=2.0;Spn MK inh pilot replicates=0.0;DPM-DC inhibit pilot screen %=3.5
CCC(C)(C)n1nnnc1C(c1cc2cc(OC)ccc2[nH]c1=O)N1CCc2ccccc21 (stereo not drawn) | 3% | 4% | 3% | 0% | i | 0 | 5 | 6% | -2% | Spn PMK inh pilot replicates=0.0;Spn MK inh pilot replicates=0.0;DPM-DC inhibit pilot screen %=0.5
Cc1ccc2[nH]c3c(NCCCN4CCCC4=O)ncnc3c2c1 | 2% | 7% | -9% | 1% | x | 7 | 10 | 11% | 0%
C=CCN1CCN(C(c2cc(OC)ccc2OC)c2nnnn2CC2CCCO2)CC1 (stereo not drawn) | 12% | -1% | 3% | -4% | i | 11 | 17 | 0% | 20%
O=C(CCn1c(=S)[nH]c2ccccc2c1=O)N1CCOCC1 | 15% | 3% | -14% | -6% | i | 8 | 1 | -5% | -3%
CC(=O)N1CCc2cc(C(=O)CN3CCN(c4ccccc4F)CC3)ccc21 | 6% | 8% | -1% | 7% | i | 2 | 3 | 0% | -4%
CC1(C)OC(=O)C(=CNc2ncccn2)C(=O)O1 | -6% | 12% | -6% | 2% | i | 0 | 10 | 5% | 12%
Cc1cc(NC(=O)CSc2nc(-c3ccco3)cc(C(F)(F)F)n2)n(-c2ccccc2)n1 | -14% | x | x | x | i | 10 | 11 | x | 20%

Reprinted at random: two entries already listed, in no set order.
SMILES | LYP phosphatase | TNAP inhibition | HPDE-C7 cytotoxicity | Bfl-1 inhibitors | DPM-DC inhibit | Spn MK inh | Spn PMK inh | KRASV12 cytotoxicity | HT1080 cytotoxicity | others
Cc1ccc(OCC(=O)N2CCCCC2)c(Br)c1 | 12% | 8% | 12% | -4% | i | 3 | 2 | 25% | -1%
CCOCCn1c(SCC)nc2c1c(=O)[nH]c(=O)n2C | 2% | 14% | -2% | -2% | i | 2 | 2 | -7% | 4%

Returning to the listing with the 4 entries that preceded the break.
SMILES | LYP phosphatase | TNAP inhibition | HPDE-C7 cytotoxicity | Bfl-1 inhibitors | DPM-DC inhibit | Spn MK inh | Spn PMK inh | KRASV12 cytotoxicity | HT1080 cytotoxicity | others
O=C(CCn1c(=S)[nH]c2ccccc2c1=O)N1CCOCC1 | 15% | 3% | -14% | -6% | i | 8 | 1 | -5% | -3%
CC(=O)N1CCc2cc(C(=O)CN3CCN(c4ccccc4F)CC3)ccc21 | 6% | 8% | -1% | 7% | i | 2 | 3 | 0% | -4%
CC1(C)OC(=O)C(=CNc2ncccn2)C(=O)O1 | -6% | 12% | -6% | 2% | i | 0 | 10 | 5% | 12%
Cc1cc(NC(=O)CSc2nc(-c3ccco3)cc(C(F)(F)F)n2)n(-c2ccccc2)n1 | -14% | x | x | x | i | 10 | 11 | x | 20%
CN(CCNC(=O)Cn1c(=O)sc2ccccc21)Cc1ccccc1 | 9% | 2% | 10% | -1% | i | 6 | 12 | 14% | -4%
CCOC(=O)c1cc2c(=O)n3cccc(C)c3nc2n(CCc2ccc(OC)c(OC)c2)c1=N | -6% | 0% | 4% | -1% | i | 10 | 12 | 3% | 3%
CCN1CCN(CCCNC(=O)C2CCCN(c3nnc(-n4cccc4)s3)C2)CC1 (stereo not drawn) | x | 4% | -9% | -12% | i | 8 | 18 | -5% | 8%
Fc1ccc(-c2noc(C3CCN(Cc4cccnc4)CC3)n2)cc1 | 11% | 14% | -2% | -8% | i | 3 | 0 | 1% | -8%
CCOc1cc2[nH]c(=O)n(CCCN3CCCC3=O)c(=O)c2cc1OCC | -8% | 6% | -11% | -2% | i | 3 | 10 | 7% | 29%
O=C(Cn1ncc2c(=O)oc3ccccc3c21)N1CCCc2ccccc21 | x | -4% | -11% | -3% | i | 6 | 10 | -11% | -1%
O=C(Nc1cc(C(F)(F)F)ccc1N1CCOCC1)c1cncc(Br)c1 | 1% | 0% | -1% | 1% | i | 8 | 5 | 1% | 3%
CCOC(=O)Cn1c2ccccc2c2nc3ccccc3nc21 | 6% | 11% | -8% | -6% | i | 2 | 6 | 2% | 10%
O=C(O)CCNc1cc2ccccc2cc1C(=O)O | -6% | 8% | x | 3% | i | 8 | 0 | x | -2%
Cc1c(/C(O)=C2/C(=O)C(=O)N(Cc3cccnc3)C2c2cccs2)cnn1-c1ccccc1 (stereo not drawn) | 9% | 10% | 8% | 2% | i | 5 | 7 | 3% | -6%
Cc1ccc(-c2noc(CCC(=O)NCc3ccc4c(c3)OCO4)n2)cc1 | 10% | 17% | -12% | -2% | i | 7 | 11 | 2% | 5%
CCn1cc(C(=O)Nc2cc3c(cc2NC(C)=O)OCCO3)c(=O)c2ccc(C)nc21 | 15% | 2% | 4% | -2% | i | 1 | 8 | -5% | 6% | Spn PMK inh pilot replicates=1.5;Spn MK inh pilot replicates=0.0;DPM-DC inhibit pilot screen %=2.0
COC(=O)c1cccc(NC(=O)CSc2nc(C)cc(=O)[nH]2)c1 | 7% | 21% | -2% | 0% | i | 14 | 8 | -2% | -4%
Cc1nnc2n(-c3ccccc3)c(=O)c3c4c(sc3n12)CC(C)CC4 (stereo not drawn) | 15% | 5% | -7% | -1% | i | 0 | 2 | -9% | -8%
Cc1nc2c(C(=O)NCCC3=CCCCC3)c[nH]n2c(=O)c1Cl | 7% | 15% | 19% | 1% | i | 6 | 10 | 13% | 9%
Cc1nc(Cc2nnc(SCc3nc(N)nc(Nc4ccccc4C)n3)o2)cs1 | x | 4% | -20% | 2% | i | 1 | 3 | -11% | 8%
CCOC(=O)CN1CC23C=CC(O2)C(C(=O)NC2CCCCCC2)C3C1=O (stereo not drawn) | -2% | 0% | -31% | -2% | i | 9 | 5 | -17% | 0%
COc1ccc(S(=O)(=O)N2CCN(C)CC2)c2ccccc12 | 5% | 12% | -6% | 2% | i | 8 | 12 | 2% | -8%
CN1CCc2nc(SCC(=O)Nc3ccc(F)cc3)c(C#N)cc2C1 | x | 2% | -14% | 25% | i | 3 | 6 | -5% | -4% | Spn PMK inh pilot replicates=7.5;Spn MK inh pilot replicates=3.0;DPM-DC inhibit pilot screen %=7.5
CN(C)c1ccc2c(c1)OC(N)=C(C#N)C2c1cccc(F)c1 (stereo not drawn) | x | 8% | 63%* | -32% | i | 5 | 0 | 56%* | 56%* | Spn PMK inh pilot replicates=1.5;Spn MK inh pilot replicates=0.0;DPM-DC inhibit pilot screen %=0.0
CCOC(=O)C1CCCN(C(=O)C2CCN(S(=O)(=O)N3CCC4(CC3)OCCO4)CC2)C1 (stereo not drawn) | 2% | -1% | -26% | -11% | i | 10 | 23 | -9% | 6%
CCCn1nnc2sc3c(c2c1=O)CCC(C)C3 (stereo not drawn) | 15% | 14% | -16% | 4% | i | 7 | 0 | -9% | x
Cc1cc(C)n(-c2nc3ccccc3c3nc(C)nn23)n1 | 52% | 2% | -5% | 5% | i | 1 | 0 | -2% | 3%

Assay outcomes (PubChem)

Compounds were not picked by outcome; overall some 3.3% were active at least once.
